Source: PubChem (National Center for Advancing Translational Sciences (NCATS))
A-T KAP1 phos: qHTS Assay for Identifying a Potential Treatment of Ataxia-Telangiectasia; Potency, µM (highest dose often 57.5 µM), without a hit: at the highest dose activation, most hits filed as activators; 320,000 tested, 0.19% active; […] A-T fibroblasts, KAP-1 phosphorylation AlphaLISA; neocarzinostatin DNA damage 30 min before lysis; further: potency means the concentration at half of the fitted maximal effect; % of control where 0% means no effect; nearly all actives have a fitted effect of over 45% in size
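hTERT-immortalized A-T patient fibroblasts ([…]), 500 cells/well in OPTI-MEM, 1% FBS, got compounds for 60 min, then NCS for 30 min at 37C. Lysates were then assayed for phospho-KAP-1 by AlphaLISA (anti-pKAP1 donor, anti-KAP1 acceptor beads), 6 hr at 25C.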
GALK inhibitor: qHTS Assay for Inhibitors of Human Galactokinase (GALK). Purified GALK, Kinase-Glo residual ATP luminescence. Potency, µM (highest dose often 57.5 µM), inactives show top-dose activity change, negative = inhibition, usual class: inhibitors. 270,000 tested, 0.007% active; further: potency means the concentration at half of the fitted maximal effect; on the % scale 0 is the no-effect control and ±100 the full control effect
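5 nM enzyme, 35 uM ATP, 100 uM galactose, 20 mM HEPES pH8.0, 5 mM MgCl2; 1 h RT; residual ATP by Kinase-Glo Plus luminescence, qHTS format.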
TSHR antagonist: Antagonists of the Thyroid Stimulating Hormone Receptor: HTS campaign | TSHR-expressing cells, TSH-stimulated cAMP HTRF, 2 h; stronger effect = lower value | activity change, negative = inhibition, % at 11.5 µM | 330,000 tested, 0.2% active;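 active means activity change below a set negative limit, meaning inhibition stronger than a set level, cut at about -70% in these data; inconclusive means activity change between two set negative limits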; further: on the % scale 0 is the no-effect control and ±100 the full control effect
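TSHR-expressing cells, 200/well, pre-treated with compound, then stimulated with EC80 TSH (4nM final) for 2 hours at 37 deg C. cAMP measured by competitive HTRF: anti-cAMP cryptate antibody in lysis buffer plus cAMP-d2, read after 30 minutes at room temperature.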
KCNH2 WT inh: qHTS for Inhibitors of KCHN2 3.1: Wildtype qHTS | activity change, % at 1.84 µM | 340,000 tested, 0.37% active | U2OS, BacMam KCNH2, thallium flux FluxOr; stronger effect = lower value | Voltage-gated inwardly rectifying potassium channel KCNH2 (Homo sapiens), Q12809;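 active means maximum activity change below -70%; inconclusive means maximum activity change between -70% and -50%; inactive means maximum activity change above -50%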; further: on the % scale 0 is the no-effect control and ±100 the full control effect
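U2OS cells transduced with wild-type KCNH2 virus are loaded with FluxOr dye for 45 min, and thallium flux is measured in kinetic reads before and after stimulation buffer. Rate constants are normalized to DMSO controls.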
Chronic BCR inh: qHTS Assay to Find Inhibitors of Chronic Active B-Cell Receptor Signaling. ABC-DLBCL IkBa-CBG/CBR reporter, luminescence ratio, 4 h. Potency, µM (highest dose often 46.1 µM), for inactives: top-dose ratio change, negative = lower green/red ratio, most hits filed as inhibitors. 340,000 tested, 0.05% active. AID 493014, 2011; active means well fitted inhibition curve with a large enough effect in the signal ratio, with a control signal flat, not every such curve was filed as active; inconclusive means small, poorly fitted or top-dose-only effect, or effect the other way, or a change in a side signal; the % refers to the signal ratio;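 further: potency means the concentration at half of the fitted maximal effect; plate controls were basal doxycycline-induced cells for no effect and cells given 10 µM MG132 for full effect; MG132 reads +100%, hits lower the ratio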
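TMD8 human ABC-DLBCL cells with doxycycline-inducible IκBα–green luciferase fusion and unfused red luciferase, in 0.5% FBS medium; compounds up to 46 uM, 4 h at 37C. Green/red luminescence ratio, filter-overlap corrected, fitted to concentration-response curves.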
FBPA coupling cs: qHTS Assay for Inhibitors of Fructose-1,6-bisphosphate Aldolase from Giardia Lamblia: Coupling assay counterscreen | activity change, negative = inhibition, % at 58.2 µM, hits read low | 290,000 tested, 0.67% active | AID 2472, 2010 | coupling enzyme system counterscreen, AmpLite Red fluorescence; in the data active means activity change below about -30%; further: on the % scale 0 is the no-effect control and ±100 the full control effect
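Activity here indicates interference with the coupling reaction, not aldolase inhibition. Compounds at 57.5 uM final met coupling enzymes for 10 min at RT; substrate and AmpLite Red detection followed, with a 525/598 nm fluorescence read after 20 min.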
Tb PFK inh: qHTS Assay to Find Inhibitors of T. brucei phosphofructokinase; T. brucei PFK, ADP-Glo luminescence; Potency, µM (top dose mostly 57.5 µM), inactives show top-dose activity, negative = inhibition, hits mostly inhibitors; 330,000 tested, 0.17% active; ATP-dependent 6-phosphofructokinase (Trypanosoma brucei brucei), O15648; AID 485367, 2010;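 further: potency means the concentration at half of the fitted maximal effect; 0% = uninhibited 1x PFK enzyme wells and -100% = no-enzyme wells; nearly all actives have a fitted effect of over 60% in size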
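Compounds were pin-transferred as a titration series up to 57 uM into substrate buffer (0.5 mM F6P, 0.1 mM ATP, pH 8.0), then 1.25 nM PFK was added and reactions ran 45 min before ADP-Glo detection.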
TCR activator: Activators of T cell receptors: qHTS campaign; primary human leukocytes, anti-CD3, IL-2 HTRF, 48 h; Potency, µM (highest dose often 9.22 µM), inactives show at the top dose activation of IL-2 secretion, hits mostly activators; 330,000 tested, under 10 active; AID 504894, 2011; further: % of control where 0% means no effect
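Using a-CD3 beads without co-stimulation, primary human leukocytes were exposed to compounds for 48 hr. An HTRF IL-2 kit measured the cytokine, with europium-to-d2 energy transfer producing emission at 665nm upon 320nm excitation.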
MLL CXXC-DNA inh: qHTS Fluorescence Polarization Assay for Inhibitors of MLL CXXC domain - DNA interaction | Histone-lysine N-methyltransferase 2A (Homo sapiens), Q03164 | MLL-CXXC / FITC-HOXA9 DNA fluorescence polarization | Potency, µM (series often up to 115 µM), for the others: top-dose activity change, negative = inhibition, hits mostly inhibitors | 290,000 tested, 0.037% active | AID 2662, 2010; active means well fitted inhibition curve with a large enough effect in the polarisation, with a control signal flat, not every such curve was filed as active; inconclusive means small, poorly fitted or top-dose-only effect, or effect the other way, or a change in a side signal; inactive means no such curve, though single readings can be large or run the other way; the % refers to the polarisation; further: potency means the concentration at half of the fitted maximal effect
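Fluorescence polarization: 7 uM MLL-CXXC (stock) preincubated 5 min with compounds, then 50 nM fluorescein-HOX-A9 DNA (stock) added; 30 min ambient. Buffer 50 mM Tris-HCl pH 7.5, 50 mM NaCl, 1 mM DTT, 0.05% BSA.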
Giardia killer: Small Molecules that selectively kill Giardia lamblia: qHTS. Giardia lamblia trophozoite viability. activity change, % at 7.66 µM, hits read low. 340,000 tested, 0.15% active; in the data active means activity change below about -80%; inconclusive means between about -30% and that limit;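 further: parasites exposed to compound for two days anaerobically before the ATP read; on the % scale 0 is the no-effect control and ±100 the full control effect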
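Trophozoites 100 cells/well + cpd; 48 hrs, 37 deg C, anaerobic. ATPLite 1-Step added, 15-30 min RT, luminescence read (ATP-based viability).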
* = called active by the depositor; ? = inconclusive; . = no result given; & = joins results of further samples; [ ] = another dose, or the depositor's remark. Unless noted, the call rests on the fitted dose curve; in most records, active means well fitted curve in the direction sought with a large enough effect; inconclusive means small, poorly fitted or top-dose-only effect, or another doubt; inactive means no such curve, though single readings can be large; an effect the other way counts as inactive or inconclusive.

SMILES | A-T KAP1 phos | GALK inhibitor | TSHR antagonist | KCNH2 WT inh | Chronic BCR inh | FBPA coupling cs | Tb PFK inh | TCR activator | MLL CXXC-DNA inh | Giardia killer
COCCNC(=S)N/N=C(\C)c1ccc2cc(OC)ccc2c1 | -2% | 0% | -13 | 10 | ? | 0 | 0% | 4%[46.1 µM] | 19% | 8
CCn1c(SCC(=O)Nc2ccc(OC)cc2)nnc1-c1ccco1 | . | 0% | -2 | -3 | -9% | -8 | 6% | 6%[46.1 µM] | 13% | -14
COc1ccc(-c2noc(CCC(=O)NCc3cccnc3)n2)cc1OC | 7% | 6% | 4 | 12 | -2% | 0 | -2% | -1% | 7% | -14
COC(=O)C1=C(C(=O)OC)[C@@H]2N(C)c3ccccc3[C@@]23C[C@@H](C(=O)OC)N(C(=O)COCc2ccccc2)C3=N1 | 32% | 2% | -3 | 6 | -2% | -1&0 | -1% | -2% | -4% | 45[activator]
CC1CCCCC1NCC#CCOc1ccc(Cl)cc1 (configuration not stated) | 3% | 5% | 16 | 0 | ? | 3 | -7% | -4% | 13% | 24
COc1cccc(C(=O)N2CCN(C(=O)C3CC3)CC2)c1 | 2% | -4% | -7 | 0 | -11% | 0 | 1% | 0% | 7% | -21
CNC(=O)c1[nH]cnc1C(=O)N[C@@H](Cc1ccccc1)C(=O)OC(C)(C)C | 2% | -1% | -8 | -3 | -14% | -1 | 4% | 1% | -14% | -5
COC(=O)[C@@H]1C[C@H]2CC[C@H](O)C[C@H]2N1Cc1ccc(N2CCN(C)CC2)cc1 | -16% | 0% | -6 | 7 | 1% | 3&0 | -4% | -20% | 8% | 0
Cc1cccc(C(=O)N2CCCC(N3CCN(c4ccccc4F)CC3)C2)n1 (configuration not stated) | 3% | 0% | -15 | 9 | -5% | . | 1% | -3% | 37%[activator] | -16
COC(=O)C(C(=O)Nc1cc(C)on1)C1CCCCCC1 (configuration not stated) | -4% | 2% | -8 | -3 | -7% | 2 | 13% | 2% | 4% | 6
COc1ccccc1N1C(=O)c2ccc(C(=O)Nc3ccccc3O)cc2C1=O | 4% | 1% | -9 | -17 | ? | 1 | -4% | 4% | 19% | 7
O=C(O)c1cc2c(=O)c3ccccc3oc2nc1C(F)(F)F | 0% | 0% | -3 | -7 | 5% | -3 | 0% | -6% | -12% | 15
Cc1[nH]c(=O)[nH]c(=O)c1S(=O)(=O)N1CCN(c2ccccc2)CC1 | -1% | -3% | -13 | 2 | -1% | 4 | -2% | -5% | 4% | 18
CCOC(=O)CSc1nc(C)cc(C)n1 | . | 1% | 2 | -11 | -13% | 1 | 3% | 6% | -9% | -1
COc1ccc(N2C3=C(CC4=C2CCCC4=O)C(=O)CCC3)cc1 | 2% | -3% | -2 | 5 | 7% | 4 | -17% | -1%[46.1 µM] | 1% | -16
N/C(CS(=O)(=O)c1ccccn1)=N\OC(=O)c1ccc(Cl)cc1 | 3% | 6% | -6 | -8 | -2% | 1 | 4% | -4% | 0% | -3
CCCn1nc(C(=O)NCC(C)(C)N2CCOCC2)c2ccccc2c1=O | 2% | 2% | -6 | -8 | -1% | . | 0% | 3% | -3% | -2
COc1ccccc1N1CCN(C(=O)c2cc(-c3ccc4c(c3)OCO4)on2)CC1 | . | -1% | 4 | -3 | 0% | 1 | -1% | 1% | 1% | -8
CC12CCC(=O)N1C(C(=O)Nc1cc(C(F)(F)F)ccc1N1CCOCC1)CS2 (configuration not stated) | 1% | . | -4 | 0 | 3% | . | -3% | 8% | . | -4
CCCN1CCN(CCCNC(=O)Cn2nc(C)n3c(cc4cc(OC)ccc43)c2=O)CC1 | -5% | 5% | -88* | 1 | 6% | . | -12% | 1% | 3% | -2
Cc1cccc(NC(=O)CNC(=O)COC(=O)C2CC2C)c1C (configuration not stated) | 6% | . | 7 | -16 | 0% | . | 0% | -6% | . | 12
Cc1cc([N+](=O)[O-])ccc1Nc1nc2ccccc2n2cnnc12 | -16% | -4% | 8 | -2 | ? | -1 | 7% | -2% | 4% | 11
O=C(Cn1c(-c2ccccc2)c[n+]2ccsc12)c1ccccc1 | 3% | 1% | -4 | -13 | ? | 0 | -3% | 1% | 8% | 6
Cc1ccc([C@@H]2[C@@H]3C(=O)N(C)C(=O)[C@@H]3[C@]3(Cc4ccccc4)C(=O)N(Cc4ccccc4)CC(=O)N23)o1 | -13% | . | 14 | -16 | 5% | -3 | -6% | -9% | 4% | 7
Cn1nnnc1SCC(=O)N1c2ccccc2CCc2ccccc21 | 1% | 0% | -7 | -5 | -1% | 3 | -11% | -16% | 0% | 24
SMILES | A-T KAP1 phos | GALK inhibitor | TSHR antagonist | KCNH2 WT inh | Chronic BCR inh | FBPA coupling cs | Tb PFK inh | TCR activator | MLL CXXC-DNA inh | Giardia killer
Cc1nnc(NC(=O)C2CCCN(c3ncccn3)C2)s1 (configuration not stated) | -2% | 1% | 3 | 4 | 1% | 3 | -3% | 0% | -8% | -5
Cc1cc(C)n(CCCNC(=O)CCNS(=O)(=O)c2ccccc2C(F)(F)F)n1 | 22% | 5% | 11 | 1 | 0% | . | -1% | -6% | 15% | -4
Cc1cc([N+](=O)[O-])nn1CC(=O)NCCCn1ccnc1 | 2% | 0% | -4 | 8 | 0% | 1 | -3% | -2% | 0% | 11
COc1cc(/C=N/NC(=O)c2cccc(N3CCCC3=O)c2)ccc1O | -2% | -1% | . | 1 | -19% | 0 | 2% | 7% | 51%[activator] | -3
CCc1ccc(NC(=O)CSc2ccc(-c3ccco3)nn2)cc1 | -2% | 0% | 0 | 5 | ? | -2 | -2% | 7% | 0% | -9
NC(=O)c1ccc(N=Cc2ccc([N+](=O)[O-])s2)cc1 | -11% | -9% | -7 | 4 | ? | -31* | -8% | -2%[46.1 µM] | ? | -14
CC(=O)Nc1ccc2nc(C)n(Cc3ccc(Cl)cc3)c(=O)c2c1 | 2% | 1% | 16 | 3 | -11% | 2 | -4% | -3%[46.1 µM] | -3% | 11
COc1cccc(CC(=O)OCC(=O)NC2CCCC2)c1 | 0% | . | 8 | 4 | -2% | . | -2% | -3% | . | 19
Cc1ccc(-n2nnc3c(=O)n(Cc4cc(C)ccc4C)cnc32)cc1 | -1% | -4% | 1 | -2 | -14% | -3 | 1% | -5%[46.1 µM] | 13% | -7
CC(C)C(=O)NC(=S)Nc1ccc(S(=O)(=O)N(C)C)cc1 | -7% | 2% | 41 | -13 | 0% | 6 | -4% | 5%[46.1 µM] | 8% | -8
CCCCn1c(N)c(N(CC(C)C)C(=O)c2ccc(OCc3c(C)noc3C)cc2)c(=O)[nH]c1=O | 6% | . | -5 | -9 | 6% | . | 0% | 3% | . | -5
N#CCN1CCC2(O)CCCCC2C1c1ccc2c(c1)OCO2 (configuration not stated) | 5% | 12% | 0 | 8 | -4% | 3 | -2% | -1% | 8% | 1
O=C(CN1C(=O)NC2(CCOc3ccccc32)C1=O)c1ccc(F)c(F)c1 (configuration not stated) | -20% | . | 7 | 5 | -13% | . | 7% | . | . | -11
O=C(NCCCN1CCOCC1)C(=O)NCc1ccccc1 | 2%[11.5 µM] | 4% | 3 | -21 | 4% | 1 | 0% | -4% | -8% | 1
COc1ccc(CCNC(=O)C2CCN(S(=O)(=O)c3ccc(SC)cc3)CC2)cc1 | 6% | 0% | -10 | 4 | 2% | 1 | -3% | -2% | -5% | -5
CCN(CC)c1ccc2oc(=O)c(C)nc2c1 | 18% | 0% | -1 | 3 | ? | -46* | ? | 6% | ? | 3
Cc1cc(NC(=O)COC(=O)c2cccc(S(=O)(=O)N(C)C3CCCCC3)c2)no1 | -9% | -1% | 16 | -5 | ? | 9 | 4% | -1% | 9% | -27
CCCNC(=O)CCn1cc(-c2ccc(OC)cc2)nc1-c1ccncc1 | -1% | . | -1 | -6 | -5% | -1 | -3% | 3% | 0% | 1
COc1ccc(-c2cc(=O)oc3cc(OCC(=O)NCCCn4ccnc4)ccc23)cc1 | -2% | . | -7 | 9 | -1% | 1 | -1% | 2% | 30%[activator] | ?
Cc1cc(NCc2ccccc2)c2ccccc2n1 | 0% | 0% | -1 | -2 | 4% | 0 | 1% | 5% | -12% | 6
